Screening results deposited in PubChem BioAssay by several laboratories.
Siah-1 displacement: blockers of Siah-1 interaction with plectin peptide – biochemical, fluorescence polarization, rhodamine-plectin, uHTS, primary screen (AID 1817); Siah-1 / rhodamine-plectin peptide fluorescence polarization; higher % means a stronger effect; displacement, % at 20 µM, or IC50 in µM where a hit was titrated; actives 0.02% (n = 290,000);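 active = displacement of at least 50% at 20 µM, with a fluorescence ratio check between 0.3 and a set limit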;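 also: plate controls were Siah plus tracer with DMSO for no effect and tracer alone without Siah for full effect; strong numbers were not always called active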
GPR55 antagonists: GPR55 antagonists blocking LPI-driven arrestin recruitment, primary screen, imaging, U2OS, beta-arrestin-GFP, LPI agonist (AID 2013). actives 0.13% (n = 290,000). U2OS GPR55 beta-arrestin-GFP translocation imaging, LPI antagonism; higher % means a stronger effect. inhibition, % at 10 µM, or IC50 in µM where a hit was titrated;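 active = spots per cell inhibited over 60%, with over 100 cells counted and total cytoplasm intensity under 500,000; inconclusive = wells with under 100 cells, flagged as likely toxic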;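 also: U2OS cells stably carrying GPR55 and arrestin-GFP stimulated by 5 µM LPI near EC80; imaged beta-arrestin-GFP aggregate spots per cell after agonist stimulation; plate controls were LPI-stimulated DMSO wells for no effect and DMSO wells without LPI for full effect; some results filed as inactive read as strong as hits; confirmed hits need IC50 under 10 µM and bright autofluorescent wells are also inconclusive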
HIV peptide binding: inhibitors of HIV fusion peptide binding, primary screen, biochemical, uHTS, fluorescence dequenching (AID 1986); inhibition, % at 20 µM, or IC50 in µM where a hit was titrated; cell-free peptide binding, fluorescence dequenching, 30 min; higher % means a stronger effect; actives 0.3% (n = 290,000); in the data active = inhibition mostly above about 52%, no sharp cut-off; inactive = mostly below about 76%; also: some results filed as inactive read as strong as hits
NTR1 agonist: NTR1-driven beta-arrestin-GFP spot formation – imaging, U2OS cells, high content, primary screen (AID 493036). P30989. actives 0.17% (n = 330,000). activation, % at 20 µM. agonist mode;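 active = activation at or above 40% of the spot to cytoplasm intensity ratio, with at least 20 cells analyzed; inconclusive = wells under 20 cells, flagged as cytotoxic or low count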;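 also: 0% = DMSO without peptide and 100% = 100 nM NTR1 peptide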
Target sequence (P30989 whole entry, looked up): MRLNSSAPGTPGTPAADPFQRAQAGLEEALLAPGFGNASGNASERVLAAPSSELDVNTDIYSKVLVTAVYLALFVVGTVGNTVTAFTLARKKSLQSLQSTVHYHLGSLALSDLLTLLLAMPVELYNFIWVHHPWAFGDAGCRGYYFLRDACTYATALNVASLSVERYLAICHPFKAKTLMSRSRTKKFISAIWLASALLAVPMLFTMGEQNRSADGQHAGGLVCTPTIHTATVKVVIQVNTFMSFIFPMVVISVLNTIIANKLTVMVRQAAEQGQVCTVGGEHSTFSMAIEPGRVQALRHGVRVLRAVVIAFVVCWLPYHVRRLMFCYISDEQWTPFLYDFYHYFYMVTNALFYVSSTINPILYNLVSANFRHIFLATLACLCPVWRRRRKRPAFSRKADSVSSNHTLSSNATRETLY
LYP phosphatase: PTPN22 lymphoid phosphatase activity blockers – biochemical, fluorescence intensity, uHTS (AID 1779). recombinant LYP phosphatase, fluorescence intensity; higher % means a stronger effect. one-dose inhibition, % at 11.5 µM; IC50 in µM for titrated hits. actives 0.054% (n = 290,000); in the data active = inhibition above about 50%;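 also: plate controls were vehicle with enzyme for no effect and no enzyme for full effect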
MgcRacGAP inhibition: MgcRacGAP GTPase-activating activity inhibitors, confirmation, biochemical, ADP Hunter fluorescence | MgcRacGAP-stimulated Rac1 GTP hydrolysis, ADP Hunter fluorescence; higher % means a stronger effect; GST-tagged Rac1 F28L mutant substrate | actives 0.6% (n = 340,000) | inhibition, % at 30 µM, or IC50 in µM where a hit was titrated;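 active = first-screen hits whose inhibition reached a set limit at any dose in the follow-up dose series; inconclusive = inhibition above the set first-screen limit but never retested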;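 also: fluorescence reports GDP produced by GAP-driven GTP hydrolysis; strong numbers were not always called active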
GPR35 arrestin U2OS: GPR35 antagonists blocking zaprinast-driven arrestin recruitment, primary screen, imaging, U2OS, beta-arrestin-GFP, zaprinast agonist (AID 2058); U2OS GPR35 beta-arrestin-GFP translocation imaging, zaprinast antagonism; higher % means a stronger effect; actives 0.052% (n = 290,000); inhibition, % at 10 µM; hits with a dose series show IC50 in µM;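 active = inhibition of at least 50% with at least 30 cells and total cytoplasm GFP at most 10,000,000; inconclusive = under 30 cells or total GFP of 10,000,000 plus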
Salmonella PhoP GFP: PhoP-dependent GFP reporter repression – Salmonella Typhimurium, primary screen (AID 1863); S. Typhimurium PhoP-regulated promoter GFP reporter, 4 h; higher % means a stronger effect; inhibition, % at 50 µM, or IC50 in µM where a hit was titrated; actives 0.16% (n = 300,000);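 active = inhibition over 29.93%, a cutoff 3 SD above the screen mean, later confirmed by dose response; inconclusive = inhibition over 29.93% but no dose response follow-up; inactive = inhibition at most 29.93% or unconfirmed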;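 also: 0% = low Mg2+ inducing control and 100% = high Mg2+ repressing control; strong numbers were not always called active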
Myeloid diff MLP: compounds promoting myeloid differentiation | ER-HoxA9 myeloid progenitors, lysozyme-GFP differentiation, flow cytometry | actives 1% (n = 360,000) | calls only at 10 µM | AID 624256;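 active = normalized GFP-positive differentiation at or above the plate's own cutoff, the solvent-only control mean plus 3 SD; inconclusive = no clear call, values can overlap the other calls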;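 also: cells exposed to compound for four days before flow analysis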
NTR1 agonist cell count 20 µM: also measured in NTR1 agonist; calls as there; cell count; measured here: cell count, cytotoxicity flag
Myeloid diff MLP GFP+ MAC1+ %: also measured in Myeloid diff MLP; calls as there; GFP+ MAC1+ double positive, %; measured here: differentiation confirmed by MAC1 staining
* marks the source's active call; other numbers are inactive results; i = inactive; ? = inconclusive; . = not tested or not shown.

SMILES	Siah-1 displacement	GPR55 antagonists	HIV peptide binding	NTR1 agonist	NTR1 agonist cell count 20 µM	LYP phosphatase	MgcRacGAP inhibition	GPR35 arrestin U2OS	Salmonella PhoP GFP	Myeloid diff MLP	Myeloid diff MLP GFP+ MAC1+ %
COc1cccc(N(C(=O)CS(=O)CC(=O)Nc2ccc(F)cc2)C(C(=O)NC2CCCCC2)c2cccs2)c1 (centres undefined)	-4%	10%	-1.5%	-1.0	36	-2%	4%	-3%	4%	i	0.2
CCCc1nnc(SCC(=O)N2C(C)CCCC2C)n1CCCOC (centres undefined)	-2%	.	4.2%	-0.4	72	-8%	4%	14%	4%	i	0.6
O=C(OCCCCN1C(=O)c2ccccc2C1=O)c1n[nH]c2ccccc12	-5%	-6%	1.7%	5.5	69	5%	7%	-6%	1%	i	1.4
Fc1ccc(Nc2nc(-c3ccncc3)cs2)cc1	3%	-2%	0.2%	1.8	55	0%	3%	-10%	0%	i	0.3
O=C(Cn1cc([N+](=O)[O-])cn1)N1CCc2ccccc21	4%	-2%	0.0%	0.9	37	4%	0%	16%	6%	i	5.1
Nc1ccccc1SSc1ccccc1N	-9%	10%	-1.6%	-0.2	88	1%	86µM*	33%	9%	i	0.3
CCc1ccc(N(C(=O)c2snc(C(N)=O)c2N)C(C(=O)NCCC(C)C)c2c[nH]c3ccccc23)cc1 (centres undefined)	-4%	3%	-0.9%	2.8	97	-6%	-1%	-6%	-1%	i	0.7
Cc1ccc(C(=O)Nc2ccccc2-c2ccccc2)cc1[N+](=O)[O-]	0%	29%	-2.9%	4.5	80	-2%	11%	1%	-6%	i	6.0
CCOc1ccc2c(c1)-c1c(ssc1=S)C(C)(C)N2C	-6%	-4%	-1.3%	-0.4	71	0%	9%	12%	10%	i	0.4
CC(C(=O)NCc1cccnc1)N1C(=O)c2ccccc2C1=O (centres undefined)	-3%	-2%	-0.2%	-0.9	58	-4%	8%	-10%	-12%	i	0.7
CCOC(=O)C1CCCN(C(=O)CSc2ccccc2)C1 (centres undefined)	-3%	-7%	-1.3%	-1.7	61	-6%	-4%	6%	-27%	i	0.5
O=C(CCC(=O)N(CC(=O)NC1CCCCC1)c1ccc2c(c1)OCO2)Nc1ccccn1	-2%	3%	-1.2%	2.2	60	-1%	3%	16%	-15%	i	2.7
CCOC(=O)C1=C(N)OC2=C(C(=O)CC(C)(C)C2)C1c1ccoc1 (centres undefined)	-3%	-1%	-2.9%	-1.4	53	-4%	-2%	4%	3%	i	0.7
COc1ccc(C(=O)NCCc2nc3cc([N+](=O)[O-])ccc3n2C)cc1	-4%	0%	-2.1%	-1.3	43	-4%	-9%	5%	-10%	i	1.0
CCc1cccc(C)c1NC(=O)CSc1nnc(Cc2csc(C)n2)o1	.	.	.	0.7	56	.	1%	.	2%	i	1.0
COCCn1c(SCCOc2ccccc2)nc2ccccc2c1=O	-3%	7%	-0.4%	14	43	-8%	4%	-8%	4%	i	0.4
C/C(=N\Nc1cccc2cccnc12)c1ccc(N)cc1	3%	-18%	0.9%	0.3	37	7%	3%	-7%	-7%	i	0.9
O=C(Nc1nc(-c2ccccc2)cs1)C1COc2ccccc2O1 (centres undefined)	-1%	-9%	3.9%	2.5	37	-6%	16%	1%	4%	i	0.6
CCOc1ccc(Nc2nc(C)cc(C)c2C#N)cc1	0%	-5%	0.3%	0.2	68	-5%	6%	-6%	17%	i	1.2
Cc1csc(NC(=O)CN2C(=O)COc3ccc(Cl)cc32)n1	.	.	.	1.1	70	.	6%	.	9%	i	1.2
Cc1ccc(NC2CC(=O)N(CCc3ccccc3)C2=O)cc1 (centres undefined)	-7%	-10%	-4.0%	0.9	56	-8%	12%	0%	6%	i	9.8
CCC(=O)Nc1nc2ccc(NC(=O)COc3ccccc3)cc2s1	0%	-1%	1.1%	-0.4	60	-6%	2%	4%	0%	i	0.5
Cc1c(N=C2SC(CC(=O)Nc3ccccc3)C(=O)N2CCN2CCOCC2)c(=O)n(-c2ccccc2)n1C (centres undefined)	3%	0%	-1.7%	0.1	49	-1%	-7%	-14%	7%	i	0.1
O=c1cc(-c2ccccc2Cl)c2c([nH]1)CCC2	3%	2%	8.1%	0.0	78	-2%	11%	0%	1%	i	2.2
COc1ccc(COc2ccccc2C(=O)NCc2ccccc2)cc1F	3%	10%	-0.7%	2.2	57	-2%	5%	12%	1%	i	0.4
O=C1c2ccccc2C(=O)N1CCSc1ccccc1	2%	1%	3.6%	-1.0	46	-11%	8%	-14%	-7%	i	1.4
COc1ccc(OCc2nnc(SC3CCOC3=O)n2-c2ccccc2)cc1 (centres undefined)	3%	-1%	1.3%	5.6	39	-3%	11%	4%	22%	i	5.1
ClCc1nnc(-c2cc3c(s2)CCCC3)o1	-10%	-4%	-2.9%	.	.	0%	6%	24%	-6%	i	0.3
Cn1c(COc2cccc3cccnc23)nnc1SCC(=O)O	-1%	-6%	-0.4%	-0.8	30	-9%	5%	0%	-7%	i	0.4
COC(=O)c1ccc(-n2ccnc2)cc1	-3%	-2%	-0.1%	-2.2	78	-2%	11%	8%	-4%	i	0.4
Cc1ccc(S(=O)(=O)N(C)C)cc1NC(=O)COC(=O)C1CC(=O)N(c2ccc3c(c2)OCCO3)C1 (centres undefined)	.	.	.	0.7	52	.	2%	.	5%	i	0.5
COc1cc(/C=N/n2c(COc3ccccc3)n[nH]c2=S)cc(Br)c1O	7%	-3%	6.4%	0.6	57	-6%	15%	-9%	3%	i	0.8
Cc1nn(-c2ccccc2)c(N)c1C1(O)C(=O)N(C(C)C)c2ccccc21 (centres undefined)	6%	3%	1.4%	-1.5	57	-4%	3%	4%	-4%	i	0.6
O=C(CN1C(=O)CCS(=O)(=O)c2ccccc21)NCCc1ccccc1	6%	89%	-1.0%	0.9	65	-12%	12%	-1%	0%	i	0.6
CCOC(=O)c1c(NC(=O)CSc2nnnn2C)sc(C)c1C	3%	21%	-2.8%	-2.7	91	-6%	15%	6%	10%	i	0.3
O=C(c1cccs1)N1N=C(c2ccccc2)CC1c1ccc(O)cc1 (centres undefined)	-2%	-2%	-4.3%	2.4	70	-10%	13%	-7%	10%	i	0.3
Cc1nn(-c2ccccc2)c(Cl)c1C(=O)NCc1cccs1	8%	-7%	7.4%	0.7	40	-4%	10%	-2%	7%	i	1.0
O=C(NNC(=O)c1ccncc1)Nc1ccc([N+](=O)[O-])cc1	-1%	1%	-1.3%	1.8	92	-1%	12%	6%	6%	i	0.3
O=C(CSc1cc([N+](=O)[O-])cc(S(=O)(=O)Cc2ccccc2)c1)NC1CC1	3%	-2%	11%	0.1	47	0%	13%	20%	-2%	i	0.4
Cc1nn(C)c(C)c1NS(=O)(=O)c1cccc(Br)c1	.	.	.	0.5	55	.	4%	.	-3%	i	0.9
O=C(CSc1ncccn1)NCc1ccccc1Cl	-6%	-12%	1.4%	-1.0	71	0%	0%	-7%	3%	i	0.7
NC(=O)C(=O)N/N=C/c1c2ccccc2cc2ccccc12	7%	5%	-0.8%	0.4	74	0%	4%	-1%	0%	?	.
Cc1ccc(NC(=O)C(=O)NCCOc2ccccc2Cl)cc1	6%	1%	-1.7%	0.3	60	-2%	6%	-12%	31%	i	0.5
COc1ccc2c(c1)c1nc3n(c(=O)c1n2CC(=O)Nc1cc(C)[nH]n1)CCS3	11%	-12%	1.0%	1.7	43	-11%	.	-8%	8%	.	.
O=C(c1ccc(CNS(=O)(=O)c2cccc(Cl)c2)cc1)N1CCCC1	4%	-11%	1.2%	0.8	57	1%	3%	-6%	1%	i	0.6

In another format: 10 of the compounds above
molecule | Siah-1 displacement | GPR55 antagonists | HIV peptide binding | NTR1 agonist | NTR1 agonist cell count 20 µM | LYP phosphatase | MgcRacGAP inhibition | GPR35 arrestin U2OS | Salmonella PhoP GFP | Myeloid diff MLP | Myeloid diff MLP GFP+ MAC1+ %
O=C(CN1C(=O)CCS(=O)(=O)c2ccccc21)NCCc1ccccc1 | 6% | 89% | -1.0% | 0.9 | 65 | -12% | 12% | -1% | 0% | i | 0.6
CCOC(=O)c1c(NC(=O)CSc2nnnn2C)sc(C)c1C | 3% | 21% | -2.8% | -2.7 | 91 | -6% | 15% | 6% | 10% | i | 0.3
O=C(c1cccs1)N1N=C(c2ccccc2)CC1c1ccc(O)cc1 (centres undefined) | -2% | -2% | -4.3% | 2.4 | 70 | -10% | 13% | -7% | 10% | i | 0.3
Cc1nn(-c2ccccc2)c(Cl)c1C(=O)NCc1cccs1 | 8% | -7% | 7.4% | 0.7 | 40 | -4% | 10% | -2% | 7% | i | 1.0
O=C(NNC(=O)c1ccncc1)Nc1ccc([N+](=O)[O-])cc1 | -1% | 1% | -1.3% | 1.8 | 92 | -1% | 12% | 6% | 6% | i | 0.3
O=C(CSc1cc([N+](=O)[O-])cc(S(=O)(=O)Cc2ccccc2)c1)NC1CC1 | 3% | -2% | 11% | 0.1 | 47 | 0% | 13% | 20% | -2% | i | 0.4
Cc1nn(C)c(C)c1NS(=O)(=O)c1cccc(Br)c1 | . | . | . | 0.5 | 55 | . | 4% | . | -3% | i | 0.9
O=C(CSc1ncccn1)NCc1ccccc1Cl | -6% | -12% | 1.4% | -1.0 | 71 | 0% | 0% | -7% | 3% | i | 0.7
NC(=O)C(=O)N/N=C/c1c2ccccc2cc2ccccc12 | 7% | 5% | -0.8% | 0.4 | 74 | 0% | 4% | -1% | 0% | ? | .
Cc1ccc(NC(=O)C(=O)NCCOc2ccccc2Cl)cc1 | 6% | 1% | -1.7% | 0.3 | 60 | -2% | 6% | -12% | 31% | i | 0.5
